# Exocytosis inh = blocks lytic granule exocytosis. TALL-104 LAMP-1 surface exposure, flow cytometry; cells stimulated with thapsigargin and PMA. 360,000 tested, 0.66% active. inhibition, % at 10 µM;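 active means inhibition above about 55%, limit read from the data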
# MC4R antagonist = antagonists of human melanocortin 4 receptor (MC4R). inhibition, % at 6.5 µM. MC4R-expressing cells, MTII-stimulated cAMP, LANCE TR-FRET. 360,000 tested, 0.48% active. P32245. AID 540295;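 active means inhibition above its plate's cutoff, the mean of tested wells on that plate plus 3 SD, cut at about 29% in these data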;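 further: 0% = Melanotan II alone and 100% = Melanotan II plus saturating MCL0020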
#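 Material – human MC4R-expressing U2OS cells · Repeats – no replicates · Detection – TR-FRET with Eu-cAMP and labeled anti-cAMP, 671 nm · Times – compound 30 min, challenge 1 h, detection 1 h · Compound – single nominal compound dose of 6.5 µM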
# ABCB6 inh 2 = inhibitors of human ABC transporter ABCB6. AID 602162. 360,000 tested, 0.19% active. K562-ABCB6 porphyrin accumulation, flow cytometry, 1 h; stronger effect = lower value. fluorescence ratio to DMSO, % at 10 µM;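 active means fluorescence ratio to DMSO below 75%, the collection mean minus 3 SD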;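 further: signal is porphyrin accumulated inside mitochondria; 100% equals median channel fluorescence of DMSO control wells; lower ratio means ABCB6 inhibition with less porphyrin fluorescence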
# Target sequence (Q9NP58 whole entry, looked up): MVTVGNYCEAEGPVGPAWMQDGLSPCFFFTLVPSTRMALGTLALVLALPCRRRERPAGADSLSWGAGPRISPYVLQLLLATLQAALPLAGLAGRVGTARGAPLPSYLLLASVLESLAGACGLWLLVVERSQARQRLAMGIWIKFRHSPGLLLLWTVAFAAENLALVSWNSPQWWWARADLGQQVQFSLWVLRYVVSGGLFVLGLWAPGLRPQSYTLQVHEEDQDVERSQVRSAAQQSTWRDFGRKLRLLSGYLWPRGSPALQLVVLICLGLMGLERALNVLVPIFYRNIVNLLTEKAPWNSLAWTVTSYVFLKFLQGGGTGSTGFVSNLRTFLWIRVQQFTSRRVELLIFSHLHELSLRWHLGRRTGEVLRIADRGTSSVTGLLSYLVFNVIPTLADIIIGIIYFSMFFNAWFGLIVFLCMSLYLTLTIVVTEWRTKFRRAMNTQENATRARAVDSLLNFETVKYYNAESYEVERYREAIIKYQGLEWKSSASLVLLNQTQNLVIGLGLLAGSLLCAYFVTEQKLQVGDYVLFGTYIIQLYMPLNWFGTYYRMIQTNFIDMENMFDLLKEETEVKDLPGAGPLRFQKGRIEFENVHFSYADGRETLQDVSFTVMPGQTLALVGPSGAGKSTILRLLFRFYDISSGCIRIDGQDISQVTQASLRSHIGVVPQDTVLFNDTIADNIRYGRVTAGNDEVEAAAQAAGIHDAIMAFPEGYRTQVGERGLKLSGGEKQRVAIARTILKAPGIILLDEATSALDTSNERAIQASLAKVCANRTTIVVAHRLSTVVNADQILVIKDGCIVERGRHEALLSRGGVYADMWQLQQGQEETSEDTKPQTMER
# N-glyco inh = blocks N-linked glycosylation in D54 reporter cells; D54 ERlucT glycosylation luciferase reporter, 24 h; percent of 100 nM tunicamycin response; 360,000 tested, 0.23% active; reporter increase, % at 12.5 µM;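 active means mean luciferase reporter signal, scaled so untreated is 0 and the glycosylation-blocking control 100, at or above a set limit in every replicate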;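 further: luciferase carries N-glycosylation sites so blocking glycosylation raises the light; 0% = median of neutral control wells and 100% = median of 100 nM tunicamycin wells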
# HTR2A ag = mouse HTR2A agonism via beta-arrestin recruitment. P35363. CHO-K1 mHTR2A beta-arrestin complementation, luminescence; percent of 30 µM serotonin response. activation, % at 7.6 µM. 360,000 tested, 0.66% active. AID 624169;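 active means activation above a run cutoff, the mean activation of all tested compounds plus 3 SD, cut at about 14% in these data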;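 further: 0% = plate median of compound wells and 100% = 30 µM serotonin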
# iPSC survival up = hiPSC single-cell survival enhancement; ATPlite luminescence; 100% = ROCK inhibitor wells, 0% = DMSO; survival enhancement, % at 20 µM; 360,000 tested, 0.044% active; AID 602274; in the data active means survival enhancement above about 18%;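 further: cells exposed to compounds for 16 hours before the ATP read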
# H9c2 protect = protects H9c2 cardiomyocytes from peroxide injury | 360,000 tested, 0.63% active | AID 588492 | protection from H2O2 cell death, % at 20 µM | H2O2 injury protection, ATPLite, 2 h;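 active means compounds giving at least 50% protection of heart cells from peroxide-induced death in the single-dose screen, raw or plate-pattern-corrected value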;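 further: 0% = DMSO wells with peroxide and 100% = DMSO wells without peroxide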
# ABHD5 PLIN5 PPI = inhibitors of human ABHD5-perilipin-5 interaction; AID 602281; Split G. princeps luciferase complementation, luminescence, 4 h; inhibition, % at 4 µM; Q00G26+Q8WTS1; 360,000 tested, 0.78% active;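 active means inhibition above the mean inhibition across every tested compound plus 3 SD, cut at about 22% in these data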;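 further: 0% = DMSO only wells and the 100% control is not disclosed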
# MC4R barr agon = agonists of human melanocortin 4 receptor (MC4R) beta-arrestin | P32245 | U2OS MC4R beta-arrestin complementation, luminescence; percent of melanotan II response, DMSO zero | activation, % at 8.9 µM | 360,000 tested, 0.98% active;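 active means activation above a per-plate cutoff, the mean activation of sample wells on that plate plus 3 SD, cut at about 8% in these data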
# aDG glyco up = increases alpha dystroglycan glycosylation. 360,000 tested, 0.22% active. Pro5-aDG cells, alpha-DG glycosylation AlphaScreen (IIH6); 0% Pro5, 100% B10-LARGE cell signal. AID 624168. activation, % at 10 µM;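 active means activation of at least 8% versus controls, or a plate z-score of at least 8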;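 further: Pro5 are CHO cells carrying HIG-tagged alpha-DG that lacks glycosylation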
# * marks the source's active call; other numbers are inactive results.
SMILES,Exocytosis inh,MC4R antagonist,ABCB6 inh 2,N-glyco inh,HTR2A ag,iPSC survival up,H9c2 protect,ABHD5 PLIN5 PPI,MC4R barr agon,aDG glyco up
S=C(c1ccc(-c2cccc(Cl)c2)o1)N1CCCCC1,1,6,86,-12,-2,-0.7,-19,5,-3.5,-0.2
O=C(CN1CCN(S(=O)(=O)c2ccccc2)CC1)NC(=O)NCc1ccco1,7,-7,95,0,3,-0.6,7,-1,-1.9,0.0
COc1ccc(CCNC(=O)C23CN(Cc4ccccc4)CC2C(c2ccc([N+](=O)[O-])cc2)=NO3)cc1 (stereo unspecified),60*,14,103,-1,-4,2.3,-14,0,-1.2,-0.2
Cc1ccc(S(=O)(=O)N2CCOCC2)cc1C(=O)OC1CCOC1=O (stereo unspecified),12,8,100,3,-1,-0.4,0,8,-0.5,0.3
CCNc1ccc(C(=O)OCC)cc1NC(=O)c1cccc(S(=O)(=O)N(C)c2ccccc2)c1,-6,-4,98,-5,-2,-1.0,-3,-3,-0.9,-0.1
CN(CCO)C1=NS(=O)(=O)c2cc([N+](=O)[O-])ccc21,4,14,104,6,-3,-0.1,-18,-7,-2.1,0.6
CC(C)C#Cc1ccc2c(c1)O[C@@H](CN(C)C(=O)c1cnccn1)[C@@H](C)CN([C@@H](C)CO)S2(=O)=O,-4,4,103,1,-3,3.3,-4,-5,-2.5,-0.2
O=C(N/N=C/c1ccc2c(c1)OCO2)c1cccs1,-1,-3,97,-4,4,-2.3,-7,0,-1.8,0.0
CN(C(=O)COC(=O)c1ccc(Cl)c(S(=O)(=O)N2CCCCCC2)c1)C1CCS(=O)(=O)C1 (stereo unspecified),-2,6,97,2,6,0.4,0,-5,-0.8,-0.3
CCOC(=O)c1sc2ncc([N+](=O)[O-])cc2c1N,-4,3,105,0,4,-0.3,-7,-3,-0.6,0.1
CC(C)/C=C/CN1CCC(Oc2ccc(C(=O)N3CCCC3)cc2)CC1,-1,-5,106,-3,-4,-0.6,2,4,-3.2,0.0
COc1ccc(S(=O)(=O)N2CCC(C(=O)N[C@@H](C)C(=O)NCc3ccco3)CC2)cc1,3,14,101,0,1,-2.2,-1,5,-1.5,-0.3
C[C@@H]1CN([C@@H](C)CO)C(=O)CCCn2nncc2CO[C@@H]1CN(C)S(=O)(=O)c1ccc(C#N)cc1,1,15,99,1,1,5.2,-5,-4,2.2,0.5
O=C(Nc1ccccc1)Oc1ccccc1N1CCOCC1,1,0,100,0,1,-0.1,3,6,-0.7,0.0
Cc1ccc(S(=O)(=O)N2CCC(C(=O)NCCCN3CCCC3=O)CC2)cc1C,1,3,97,0,3,0.1,2,12,0.8,1.0
Fc1ccc(NC(=S)NC2CCCCC2)c(F)c1F,1,5,101,1,-2,-3.1,-10,-5,-1.4,0.1
Cc1oc2c(CN3CCCC(C)C3)c(O)ccc2c(=O)c1-c1ccccc1 (stereo unspecified),-6,11,100,0,-6,0.3,5,-3,-0.3,0.2
COc1cc(OC)cc(C(=O)Nc2ccc(-c3nc4ccccc4o3)cc2)c1,100*,5,103,0,-1,0.9,120*,2,7.5,0.2
COc1cc(CN2CCNC(=O)C2CC(=O)N(C)Cc2cccnc2)cc(OC)c1 (stereo unspecified),-12,9,111,2,4,2.0,7,5,1.3,0.0
Cc1ccc(C)c(N(C(=O)c2csnn2)C(C(=O)NC2CCCC2)c2ccncc2)c1 (stereo unspecified),2,13,104,1,10,0.0,-3,5,-1.2,-0.1
CCN1CCN(c2ccc(N=Cc3ccc(O)cc3O)cc2)CC1,-6,22,100,-1,-2,-0.7,5,6,-1.1,-0.2
CCOC(=O)C1CCN(C(=O)CCc2nnc3ccc(N4CCC(C)CC4)nn23)CC1,1,4,99,4,8,-0.4,-5,2,-2.1,-0.1
O=c1c2c(nc3cc(-c4ccc(F)cc4)[nH]n13)CCCC2,2,-3,96,-16,-3,-2.0,-27,-1,-0.1,-0.2
COc1ccc(C(=O)NC(=S)N2CCCc3ccccc32)cc1OC,-2,-8,97,-2,-3,-0.1,-6,-5,4.3,0.7
CSc1cccc(NC(=O)CSc2ccc(C)cc2)c1,-2,-2,87,-1,1,4.8,-7,-7,2.0,-0.3
CCN1C(=O)C(=O)c2cc(C)ccc21,-3,-15,99,4,1,-3.4,4,0,-0.6,0.1
COc1cccc(NC(=O)C/C(C)=N/NC(=O)c2ccccc2Cl)c1,-3,0,101,0,6,1.3,6,4,-0.6,0.1
COc1ccc(-c2cc(C(=O)NN)[nH]n2)cc1OC,0,-8,98,3,-7,1.8,3,-6,-3.7,0.1
CCN(CC)CCNC(=O)c1ccc(NC(=O)Cc2ccccc2F)cc1,0,16,98,-1,-4,0.9,3,1,-1.4,0.2
CNCC(=O)Nc1c(C)n[nH]c1C,-2,-5,97,1,-2,-0.2,-2,3,-1.3,0.1
CCOC(=O)C1(CCc2ccccc2)CCN(Cc2cccc3nccnc23)CC1,3,-1,94,-5,-5,-0.9,-20,2,-0.7,0.6
COC(=O)c1ccc(Cn2nc(C)cc2C)cc1,1,5,94,3,7,-2.1,4,-3,-0.4,0.0
COC(=O)C(=O)Nc1nnc(COc2ccccc2)s1,-4,3,101,-1,2,1.8,1,4,0.2,-0.2
c1ccc(CN2CCN(c3nc4ccccc4c4ccccc34)CC2)cc1,4,2,113,2,-6,8.2,12,-1,0.0,0.1
CC(C)(C)C(=O)Nc1ccc(S(=O)(=O)N2CCC(c3nc4ccccc4[nH]3)CC2)cc1,-15,3,98,0,-2,1.1,2,-9,-2.0,-0.3
Cc1ccccc1OCc1nc2ccccc2c(=O)n1/N=C/c1ccco1,2,6,86,-2,-4,-2.4,16,3,-1.0,0.1

# Quoted at random: three records from the list
SMILES,Exocytosis inh,MC4R antagonist,ABCB6 inh 2,N-glyco inh,HTR2A ag,iPSC survival up,H9c2 protect,ABHD5 PLIN5 PPI,MC4R barr agon,aDG glyco up
COC(=O)c1ccc(Cn2nc(C)cc2C)cc1,1,5,94,3,7,-2.1,4,-3,-0.4,0.0
COc1cccc(NC(=O)C/C(C)=N/NC(=O)c2ccccc2Cl)c1,-3,0,101,0,6,1.3,6,4,-0.6,0.1
CCN(CC)CCNC(=O)c1ccc(NC(=O)Cc2ccccc2F)cc1,0,16,98,-1,-4,0.9,3,1,-1.4,0.2

# The listing picks up, starting 2 compounds before the break.
SMILES,Exocytosis inh,MC4R antagonist,ABCB6 inh 2,N-glyco inh,HTR2A ag,iPSC survival up,H9c2 protect,ABHD5 PLIN5 PPI,MC4R barr agon,aDG glyco up
CC(C)(C)C(=O)Nc1ccc(S(=O)(=O)N2CCC(c3nc4ccccc4[nH]3)CC2)cc1,-15,3,98,0,-2,1.1,2,-9,-2.0,-0.3
Cc1ccccc1OCc1nc2ccccc2c(=O)n1/N=C/c1ccco1,2,6,86,-2,-4,-2.4,16,3,-1.0,0.1
CCc1nnc(NC(=O)CCC(=O)N2CCCC(O)C2)s1 (stereo unspecified),-8,0,165,3,-2,2.3,2,-4,0.1,0.0
Cc1cc(NC(=O)CSc2n[nH]c(N)n2)no1,2,21,96,1,3,-0.6,0,2,-1.4,0.3
CCCCc1nnc(NC(=O)c2ccc(-n3cncn3)c([N+](=O)[O-])c2)s1,2,9,101,3,1,-0.5,4,3,-3.3,-0.4
Cc1ccc(S(=O)(=O)N=N/C=C2\C=CC=CN2O)cc1,-4,9,95,1,1,-2.3,4,-5,0.1,-0.1
O=C(CCNS(=O)(=O)c1ccc(Br)cc1)N1CCN(c2ccccc2O)CC1,0,7,88,1,-4,0.0,4,7,2.3,0.1
CCN(CC)CCNC(=O)C(C(=O)c1ccccc1)n1ccccc1=O (stereo unspecified),1,6,95,0,-1,-0.5,3,-3,-1.1,0.1
O=C1CCCC/C1=C\Nc1ccc(Cl)cn1,-2,-1,96,2,4,-0.6,3,2,-0.2,0.3
N#CCCN(C(=O)CN1CCN(S(=O)(=O)c2ccc3c(c2)OCCO3)CC1)c1ccc(F)cc1,2,5,94,0,5,-1.2,4,7,0.2,0.0
CC(=O)CSc1cc(-c2ccccc2)nc2ncnn12,7,12,97,3,1,-0.7,7,-1,-2.6,-0.1
Cc1ccc2nc(C3CCCN(C(=O)NCc4ccccc4)C3)[nH]c2c1 (stereo unspecified),1,-1,99,0,1,-1.6,-2,-4,-2.1,0.2
Cc1ccc(-c2cnc(NCc3cc4c(cc3[N+](=O)[O-])OCO4)n2C)cc1C,4,-5,102,2,8,-0.7,-2,2,-1.4,0.7
COc1cc(OC)cc(-c2c(-c3cccs3)c3cc(-c4cc(OC)c(OC)c(OC)c4)ccc3n2C)c1,2,5,100,9,-1,-0.7,-2,3,-0.4,-0.2

# Some of the entries above in another layout:
Molecule	Exocytosis inh	MC4R antagonist	ABCB6 inh 2	N-glyco inh	HTR2A ag	iPSC survival up	H9c2 protect	ABHD5 PLIN5 PPI	MC4R barr agon	aDG glyco up
CCc1nnc(NC(=O)CCC(=O)N2CCCC(O)C2)s1 (stereo unspecified)	-8	0	165	3	-2	2.3	2	-4	0.1	0.0
Cc1cc(NC(=O)CSc2n[nH]c(N)n2)no1	2	21	96	1	3	-0.6	0	2	-1.4	0.3
CCCCc1nnc(NC(=O)c2ccc(-n3cncn3)c([N+](=O)[O-])c2)s1	2	9	101	3	1	-0.5	4	3	-3.3	-0.4
Cc1ccc(S(=O)(=O)N=N/C=C2\C=CC=CN2O)cc1	-4	9	95	1	1	-2.3	4	-5	0.1	-0.1

# Next results:
SMILES,Exocytosis inh,MC4R antagonist,ABCB6 inh 2,N-glyco inh,HTR2A ag,iPSC survival up,H9c2 protect,ABHD5 PLIN5 PPI,MC4R barr agon,aDG glyco up
O=C(CC1C(=O)N(c2ccccc2)C(=O)N1Cc1ccco1)Nc1ccccc1 (stereo unspecified),0,4,96,1,0,-1.1,31,-5,0.4,-0.1
C#CCOCCOCCOCCNc1nc(N2CCN(C(=O)Cn3cc(CCO)nn3)CC2)nc(N2CCN(C(=O)Cn3cc(CCCCN)nn3)CC2)n1,8,-1,101,1,1,1.9,6,-4,-1.1,0.0
CC/S(C)=N/S(=O)(=O)c1ccc(C)cc1 (stereo unspecified),-1,-4,99,2,0,-1.7,2,-3,-3.5,-0.4
COc1ccc([N+](=O)[O-])cc1NC(=O)C(C)Sc1ccc(C)cc1 (stereo unspecified),14,4,97,-3,-5,-0.2,-13,2,-2.3,-0.1
CSc1nc(C)cc(NC(N)=O)n1,0,3,92,0,15*,4.1,23,7,-0.9,0.0
CCNC(=S)N1CCN(c2ncccn2)CC1,-3,0,98,3,-1,4.1,0,-2,0.1,0.5
CC(C)CNc1ncnc2c1ncn2[C@H]1CN(Cc2ccc(-c3ccccc3)cc2)C[C@@H](CO)O1,10,14,93,0,2,-0.6,-6,0,1.2,5.7
CC(=O)c1ccc(NC(=O)CSc2nnc(Cn3cnc4ccccc43)o2)cc1,-4,6,94,1,-1,0.4,2,-2,0.5,-0.3

# Bioassay records from PubChem.

# No enrichment for hits, and some 4.5% of all compounds hit somewhere here.
